ROCK2 inh – inhibitors of human ROCK2 kinase, primary screen, biochemical, high-throughput, luminescence; purified ROCK2, Kinase-Glo ATP depletion luminescence; Rho-associated protein kinase 2 (Homo sapiens), O75116; 60,000 compounds, 0.35% hits; inhibition, % at 6 µM;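 active means inhibition above the screen-wide mean inhibition plus 3 SD, cut at about 18% in these data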;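 further: plate controls were DMSO wells for no effect and Y-27632 control wells after no-enzyme background subtraction for full effect; many of its hits are not listed in these tables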
FXIIa mix inh – human factor XIIa inhibitors, primary screen, biochemical, pooled compound mixtures, fluorogenic substrate; inhibition, % at 5 µM; purified FXIIa; 62,000 compounds, 0.2% hits; AID 684, 2007;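 further: 0% = enzyme without compound and 100% = no enzyme blank; some results filed as inactive read as strong as hits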
JNK3 inh – JNK3 kinase activity inhibitors, primary screen, biochemical, human, purified enzyme; Mitogen-activated protein kinase 10 (Homo sapiens), P53779; HTS; inhibition, % at 8 µM; 60,000 compounds, 0.61% hits; AID 746, 2007; in the data active means inhibition above about 17%;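 further: 0% = DMSO and 100% = reference inhibitor; many of its hits are not listed in these tables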
CatL block – inhibitors of human cathepsin L, biochemical; purified cathepsin L, fluorogenic substrate, fluorescence; inhibition, %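 (tested at 10 µM)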; Procathepsin L (Homo sapiens), P07711; 58,000 compounds, 0.17% hits; AID 460, 2006; in the data active means inhibition above about 45%;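 further: 0% = enzyme with no compound and 100% = no enzyme blank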
Target sequence (P07711 114-288 limits assumed): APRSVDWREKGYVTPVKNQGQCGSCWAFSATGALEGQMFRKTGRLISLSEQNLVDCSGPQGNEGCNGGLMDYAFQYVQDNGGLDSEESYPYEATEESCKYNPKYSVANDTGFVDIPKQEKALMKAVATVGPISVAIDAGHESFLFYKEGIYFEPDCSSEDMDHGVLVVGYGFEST
Target sequence (P07711 292-333 limits assumed): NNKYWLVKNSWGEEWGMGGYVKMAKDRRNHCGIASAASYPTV
CatG inh – human cathepsin G inhibitors, primary screen, biochemical, pooled compound mixtures, AMC fluorescence; purified enzyme, AMC-tetrapeptide fluorescence; inhibition, % at 5 µM (by protocol); 62,000 compounds, 0.2% hits;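 active means inhibition above 20% in each of the two mixture wells holding the compound; inactive means inhibition of 20% or less in either well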;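 further: 0% = enzyme control without mixture and 100% = blank lacking enzyme; strong numbers were not always called active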
Target sequence (P08311 21-244 limits assumed): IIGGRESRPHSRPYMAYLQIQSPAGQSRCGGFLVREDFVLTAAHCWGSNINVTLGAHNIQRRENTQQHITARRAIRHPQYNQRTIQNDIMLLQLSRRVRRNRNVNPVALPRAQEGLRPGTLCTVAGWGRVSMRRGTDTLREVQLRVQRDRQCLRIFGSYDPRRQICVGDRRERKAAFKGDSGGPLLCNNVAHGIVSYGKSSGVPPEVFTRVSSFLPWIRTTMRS
FXIa inh mix – FXIa protease inhibitors in compound pools, primary screen, biochemical, 10-compound mixtures; Coagulation factor XI (Homo sapiens), P03951; purified FXIa, fluorogenic substrate, pooled mixtures; inhibition, % at 5 µM; 62,000 compounds, 0.19% hits; AID 680, 2007;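 further: each value is inhibition by a whole ten-compound pool holding the compound; 0% = enzyme with no mixture and 100% = wells lacking enzyme; strong numbers were not always called active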
PKA kinase inh – inhibitors of human PKA kinase activity, primary screen, biochemical, ATP-depletion luminescence, Kemptide substrate; cAMP-dependent protein kinase catalytic subunit alpha (Homo sapiens), P17612; PKA Kemptide phosphorylation, Kinase-Glo ATP luminescence; inhibition, % at 6 µM; 65,000 compounds, 0.1% hits; AID 524, 2006;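 active means inhibition above the screen-wide mean inhibition plus 3 SD, cut at about 21% in these data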; further: many of its hits are not listed in these tables
CatS inh – inhibitors of human cathepsin S, biochemical, compound mixtures. P25774. recombinant cathepsin S, AMC dipeptide fluorescence, pooled mixtures. inhibition, %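 (tested at 5 µM per compound within 10-compound mixtures)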. 62,000 compounds, 0.06% hits; in the data active means inhibition above about 32%, passing the limit was not always enough;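 further: 0% = enzyme without compound and 100% = blank without enzyme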
Target sequence (P25774 115-331 limits assumed): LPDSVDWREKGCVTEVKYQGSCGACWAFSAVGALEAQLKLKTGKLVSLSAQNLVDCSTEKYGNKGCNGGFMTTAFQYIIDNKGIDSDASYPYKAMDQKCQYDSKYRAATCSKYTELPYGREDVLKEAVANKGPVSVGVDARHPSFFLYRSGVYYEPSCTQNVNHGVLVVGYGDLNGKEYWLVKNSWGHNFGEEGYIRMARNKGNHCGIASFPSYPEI
C1s block – complement C1s protease inhibitors, primary screen, biochemical, 10-compound mixtures | purified C1s, fluorogenic AMC substrate, pooled mixtures | mean inhibition % of two 10-compound mixtures (stronger effect = higher value), % at 5 µM (by protocol) | 62,000 compounds, 0.16% hits | AID 538, 2006;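 active means inhibition above 20% in each of the two 10-compound mixture wells holding the compound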;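 further: 0% = enzyme wells lacking compound mixture and 100% = no-enzyme blank wells; some compounds called inactive have numbers as strong as hits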
* hit, by the source's call; nt = no result given. Unless noted, no stated cut-off is given here; in the data, active means inhibition above about 20% (passing the limit was not always enough); inactive means the rest. The order is random (roughly 1.5% active in at least one column).

ROCK2 inh | FXIIa mix inh | JNK3 inh | CatL block | CatG inh | FXIa inh mix | PKA kinase inh | CatS inh | C1s block | SMILES
6 | 7 | -2 | -6 | -1 | -3 | 9 | -1 | -4 | Cc1ccc(C)c(OCCOCCN2CCOCC2)c1
6 | nt | 1 | 2 | nt | nt | 8 | nt | nt | COc1cccc(OCCN2CCN(c3ncnc4c3cnn4-c3ccccc3)CC2)c1
12 | 3 | -10 | -7 | 0 | 6 | 6 | -2 | 6 | CCCOc1ccc(N2C(=O)CC(NCCNc3ccc(S(=O)(=O)CC)cc3)C2=O)cc1 (centres undefined)
6 | 2 | 3 | 21 | 1 | 1 | 14 | 8 | 9 | CC1CC(C)(C)NC(=O)O1 (centres undefined)
1 | 11 | 0 | -11 | -2 | 6 | 3 | -2 | -4 | FC(F)(F)c1cc(-c2ccco2)nc(-n2nc(C(F)(F)F)cc2C2CC2)n1
-2 | 2 | -6 | 9 | 7 | -1 | 15 | 4 | -9 | CCOCCCNC(=O)c1cc2sc(Cl)cc2n1CC
2 | 57* | 0 | 1 | -8 | 2 | 8 | 9 | -6 | CCOC(=O)Cn1cnc2sc3c(c2c1=O)CCC3
3 | -6 | -6 | 7 | -7 | 1 | 4 | 14 | -32 | O=C(Nc1ccccc1O)c1cc(S(=O)(=O)N2CCOCC2)c(Cl)cc1Cl
3 | 10 | -2 | -4 | 7 | -5 | 4 | -13 | -18 | Cc1ccc(C(=O)CSc2nnc(-c3cccnc3)n2N)cc1
4 | -16 | 5 | 11 | 5 | -4 | 4 | 9 | 2 | COC(=O)CSc1nnc(CNC(=O)c2cc(OC)c(OC)c(OC)c2)n1C
nt | -25 | nt | -8 | -5 | 5 | 9 | 14 | -21 | Cc1cc(C(F)(F)F)c2c(C)nn(CCc3nn[nH]n3)c2n1
2 | -7 | 1 | 7 | 9 | 5 | 0 | -8 | 18 | CCCCC(c1nnnn1C1CCCC1)N1CCN(C(=O)c2ccco2)CC1 (centres undefined)
6 | 2 | -2 | nt | 9 | 2 | 3 | 0 | -6 | CCCCc1c(O)c2ccccc2[nH]c1=O
nt | -1 | nt | 16 | 10 | 2 | -2 | 3 | 16 | O=C(CSc1nnc(CNC(=O)c2ccccc2F)o1)NCCc1ccccc1
5 | 12 | -3 | nt | 8 | -4 | 6 | 2 | -7 | O=C(Nc1ccc(N2CCN(C(=O)c3ccc(Cl)cc3)CC2)cc1)c1cccnc1
3 | 0 | -1 | 13 | 8 | 3 | 2 | 12 | 2 | CN(C)c1ccccc1C(=O)c1ccccc1N(C)C
6 | -8 | 3 | -3 | 13 | 4 | 8 | -11 | 14 | CCC(=O)N1CCCc2cc(S(=O)(=O)N3CCCc4ccccc43)ccc21
nt | -13 | nt | nt | 0 | 3 | 10 | -4 | 1 | CCNc1nc(SCC(=O)OC)nc(N2CCOCC2)n1
13 | nt | -7 | -11 | nt | nt | 8 | nt | nt | Nc1c2c(nc3ccccc13)N(c1ccccc1)CC2
5 | 1 | -3 | -4 | 0 | -8 | 4 | -11 | -27 | COC(=O)/C=C1\NCCSC1=O
-2 | 6 | 0 | 18 | -1 | 8 | -2 | 20 | -28 | O=C(CSc1ccc2nnc(-c3cccc(F)c3)n2n1)NCc1ccco1
0 | 4 | -4 | 10 | -12 | -2 | 6 | 28 | -53 | O=C(O)C1C2CCC(O2)C1C(=O)NCc1ccncc1 (centres undefined)
7 | -2 | -6 | -4 | 9 | 7 | 8 | -3 | 2 | CC(NC(=O)C1CCC(=O)N1Cc1ccc(F)cc1)c1ccc2c(c1)OCCO2 (centres undefined)
-2 | 6 | -2 | -2 | -8 | 1 | 8 | 6 | -6 | CC(C)(C)n1nnnc1C(c1ccncc1)N1CCN(C2CCCCC2)CC1 (centres undefined)
2 | 13 | -1 | 16 | 11 | 5 | 1 | 13 | 0 | COc1cccc(-c2nnc3sc(-c4ccc(C)cc4)nn23)c1
9 | -1 | 2 | 16 | 0 | 2 | 10 | 6 | -1 | CC(=O)c1cccc(NC(=O)NC(C)C2CCCO2)c1 (centres undefined)
0 | -4 | 7 | 14 | 2 | 3 | 3 | -10 | 5 | COc1cc(C(=O)N2CCN(Cc3ccccc3C(F)(F)F)CC2)cc(OC)c1OC
-4 | nt | -1 | 5 | nt | nt | 0 | nt | nt | Cc1ccc(N2CN=c3s/c(=C\c4cccnc4)c(=O)n3C2)cc1
6 | 9 | 1 | 3 | -10 | 5 | 12 | 7 | -15 | COC(=O)c1ccc2ncccc2c1
-11 | nt | 1 | 26 | nt | nt | 1 | nt | nt | O=C1OC(Nc2ccc(Br)cc2F)c2ccccc21 (centres undefined)

Some of these compounds in order of their number in ROCK2 inh, high to low.
Structure | ROCK2 inh | FXIIa mix inh | JNK3 inh | CatL block | CatG inh | FXIa inh mix | PKA kinase inh | CatS inh | C1s block
CC(=O)c1cccc(NC(=O)NC(C)C2CCCO2)c1 (centres undefined) | 9 | -1 | 2 | 16 | 0 | 2 | 10 | 6 | -1
COc1cc(C(=O)N2CCN(Cc3ccccc3C(F)(F)F)CC2)cc(OC)c1OC | 0 | -4 | 7 | 14 | 2 | 3 | 3 | -10 | 5
Cc1ccc(N2CN=c3s/c(=C\c4cccnc4)c(=O)n3C2)cc1 | -4 | nt | -1 | 5 | nt | nt | 0 | nt | nt
O=C1OC(Nc2ccc(Br)cc2F)c2ccccc21 (centres undefined) | -11 | nt | 1 | 26 | nt | nt | 1 | nt | nt

(further entries)
ROCK2 inh | FXIIa mix inh | JNK3 inh | CatL block | CatG inh | FXIa inh mix | PKA kinase inh | CatS inh | C1s block | SMILES
nt | 2 | nt | 12 | -5 | 4 | 1 | 4 | -37 | S=C1SCN(CCN2CCOCC2)CN1Cc1ccccc1
8 | 6 | -6 | 0 | 4 | 2 | 8 | -5 | -5 | CC1CCN(Cc2ccc(-c3nn[nH]n3)cc2)CC1
5 | 2 | -2 | -27 | 11 | 3 | 3 | 4 | 9 | COc1ccc(C)cc1-n1nnnc1SCc1cc(=O)n2cc(C)ccc2n1
10 | -1 | 11 | -3 | -7 | 4 | 6 | 3 | -6 | CCC(=O)Nc1cccc(-c2nc3ccccc3o2)c1
-1 | -16 | 0 | nt | -4 | 8 | 11 | -3 | -8 | CC(C)Oc1ccc(C2NC(=O)NC2=O)cc1 (centres undefined)
2 | 2 | -2 | 5 | 8 | -3 | 3 | 7 | 2 | CCCc1ccc(OCCNC(C)=O)cc1
8 | 0 | 5 | 21 | 1 | -4 | 13 | 4 | -2 | CC(C)Oc1cccc(C(=O)Nc2ccc(NC(=O)c3ccco3)cc2)c1
-2 | 4 | -2 | -13 | 9 | 3 | 3 | -7 | -8 | CCCCNC(=O)C1CCCN1C(=O)Nc1cccc(OC)c1 (centres undefined)
-2 | 8 | 4 | -2 | 10 | 7 | 2 | 3 | 5 | CCn1cc(C(=O)NCc2ccc3c(c2)OCO3)c(=O)c2ccc(C)nc21
-1 | 10 | 0 | -9 | 0 | 2 | 11 | 6 | -6 | COC(=O)c1sc2nc(-c3ccccc3)nc(N3CCN(C)CC3)c2c1C
-2 | 3 | -3 | -14 | -10 | -2 | -5 | -7 | -98 | CCCCn1c(NCc2ccccn2)nc2ccccc21
11 | nt | -5 | -45 | nt | nt | 2 | nt | nt | CCN(CC)CCNc1ncnc2c1[nH]c1ccc(OC)cc12
1 | 4 | 4 | 2 | -2 | 3 | 4 | 29 | -3 | CCCCOc1ccc(-c2nnn(C(C)(C)C(=O)OC)n2)cc1
-3 | 15 | -4 | 0 | 6 | 7 | 7 | 0 | 10 | Cc1c(C(=O)N2CCN(CCc3ccccc3)CC2)oc2ccccc12
3 | 14 | 6 | nt | -3 | 6 | -4 | -11 | -3 | CS(=O)(=O)N(CC(=O)N1CCCC1)c1cccc(Cl)c1Cl
-11 | nt | -1 | 23 | nt | nt | -10 | nt | nt | COc1cccc(N2CCN(c3ncnc4c3[nH]c3ccccc34)CC2C)c1 (centres undefined)
nt | 0 | nt | -6 | -1 | 3 | -1 | -3 | -6 | CCC1CCCCN1CCNC(=O)C1CCN(S(=O)(=O)c2c(C)noc2C)CC1 (centres undefined)
3 | -13 | 3 | 10 | 11 | 1 | 3 | 17 | -1 | COc1ccc(N2CCN(Cc3nc4c(c(=O)[nH]c(=O)n4C)n3Cc3cccc(Cl)c3)CC2)cc1
nt | 8 | nt | nt | 0 | 6 | 10 | 8 | -20 | Cc1ccc(S(=O)(=O)NC(=O)Nn2c(C)nnc2C)cc1
2 | 2 | 1 | nt | 8 | -3 | 8 | -1 | 0 | Cc1noc(C(=O)NCc2ccco2)c1Cl
6 | 3 | -2 | 10 | 15 | 4 | 2 | 3 | 15 | OC(COc1ccc2c(c1)CCC2)Cn1cnc2ccccc21 (centres undefined)
7 | -15 | 2 | -2 | 6 | 8 | 3 | 0 | -4 | COc1ccc(NC(=O)c2cnc3ccccn3c2=O)c(OC)c1
4 | 5 | -9 | 5 | 0 | 3 | 4 | -3 | -29 | O=C(CCS(=O)(=O)Cc1ccccc1F)NCCCN1CCCCC1
nt | 8 | nt | 14 | 0 | 5 | 10 | 4 | -2 | c1ccc(-c2nc(CSc3nnnn3-c3ccccc3)cs2)cc1
-2 | 5 | 4 | 8 | 10 | 2 | 1 | 12 | 9 | CC1CCCN(c2nc3c(c(=O)n(C)c(=O)n3C)n2CCSc2nc3ccccc3s2)C1 (centres undefined)
4 | -2 | 0 | 11 | 9 | 11 | 12 | -6 | 14 | Cc1cccc(NC(=O)C2c3ccccc3C(=O)N3CCc4ccccc4C23)n1 (centres undefined)
2 | 12 | 7 | 4 | 13 | 3 | -8 | -1 | 2 | CCOC(=O)C1=C(C)N(C)C(=O)NC1c1ccccc1OC (centres undefined)
4 | 11 | -3 | -6 | 5 | -1 | 6 | -2 | 1 | O=C(c1ccc(S(=O)(=O)N2CCCC2)cc1)N1CCCc2ccccc21
nt | 4 | nt | nt | -4 | -1 | -4 | 6 | -3 | CC(=O)NCC(=O)NC1(C(=O)NC2CCCC2)CCCCC1
6 | 13 | -4 | 22 | -1 | 5 | 7 | 18 | 2 | Cc1ccc2c(c1)[nH]c1c(=O)n(CCCN3CCOCC3)cnc12
2 | -12 | -3 | 17 | 8 | 6 | 4 | -2 | 10 | COc1ccc(C2=NCC(CSc3nnc(-c4ccc5c(c4)OCO5)o3)S2)cc1 (centres undefined)
6 | -2 | -3 | 4 | 6 | -2 | 0 | -7 | -18 | C/C(=N\O)C(C)/[N+]([O-])=C/c1nc(C)c(C)n1O (centres undefined)
8 | -4 | 2 | 16 | 10 | 5 | 12 | 7 | 14 | O=C(Nc1ccc(N2CCN(C(=O)c3ccccc3)CC2)cc1)c1cc2ccccc2o1
3 | 3 | -8 | -4 | -4 | 3 | 6 | -3 | 2 | CCCC(C)n1[nH]c(=O)c2c(C)cc(C)nc21 (centres undefined)
-3 | 21 | 4 | 6 | -22 | -35 | -7 | -19 | -27 | CC(=O)c1ccc(OCC(O)CN2CC(C)OC(C)C2)cc1 (centres undefined)
4 | 1 | -5 | nt | -1 | 10 | -1 | -13 | 4 | OC(COc1ccc2ccccc2c1)CN1CCN(c2ccc(F)cc2)CC1 (centres undefined)
4 | 11 | 2 | nt | 9 | -11 | -1 | 6 | -19 | CCC(C)NC(=O)CS(=O)Cc1nc(-c2cccc(C)c2)oc1C (centres undefined)
20* | -17 | 2 | -21 | -7 | 1 | -1 | -11 | -44 | Cc1c(C(=O)Nc2ccc3oc(-c4cccnc4)nc3c2)oc2ccccc12

Bioassay records deposited in PubChem by several laboratories.
